Screening data deposited in PubChem BioAssay by several laboratories.
Peg3 prom inh = Peg3 promoter activity inhibition; AID 588405; 1.7% of 360,000 active; inhibition, % at 20 µM; HeLa PEG-Prom luciferase reporter, luminescence, overnight;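 active = inhibition of at least 50% at 20 µM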
TRPM1 prom inh = inhibitors of MITF-driven TRPM1 promoter in melanoma cells; inhibition, % at 12.5 µM; AID 488899; SK-MEL-5 TRPM1 promoter luciferase, 24 h; 0.83% of 330,000 active;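 active = mean inhibition across replicates of 60% or more, whatever share of single replicates reaches that level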; note: values of inactives mirror those of a sister screen read the other way
CF NFkB inh = inhibitors of cystic fibrosis induced NF-kB | inhibition, % at 5 µM | AID 588850 | 0.86% of 360,000 active | KKLEB NF-kB-GFP reporter, PAF-induced, GFP fluorescence overnight;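 active = at least 50% inhibition at 5 µM, scaled per plate between neutral and stimulator controls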;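 note: PAF is a Pseudomonas aeruginosa culture filtrate used as stimulus; plate controls were PAF-stimulated DMSO wells for no effect and unstimulated DMSO wells for full effect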
hiPSC survival = enhancers of human iPSC single-cell survival. survival enhancement, % at 20 µM. 0.044% of 360,000 active. hiPSC single-cell survival, ATPlite luminescence; 100% = ROCK inhibitor wells, 0% = DMSO; in the data active = survival enhancement above about 18%;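 note: cells exposed to compounds for 16 hours before the ATP read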
TWEAK Fn14 block = blocks TWEAK-Fn14 interaction in a reporter cell assay | TWEAK-stimulated Fn14 reporter cells, luciferase luminescence, 8 h | inhibition, % at 10 µM | 2% of 360,000 active | AID 1159606; in the data active = inhibition above about 50%
KKLEB cytotox = CF airway cell cytotoxicity counter-screen; KKLEB CF airway cells viability, ATPlite luminescence, overnight; hits give low values; cells stimulated with P. aeruginosa culture filtrate; activity change (cytotoxicity), % at 5 µM; 0.36% of 360,000 active; AID 602141;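 active = corrected activity change at or below -50% at 5 µM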
Shn3 3UTR inh = reduces Shn3 3'UTR luciferase signal in osteoblasts; Clone20 osteoblast Shn3 3'UTR firefly luciferase, 24 h; inhibition, % at 12.5 µM; 0.52% of 360,000 active;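 active = mean inhibition of at least 75% with every replicate also reaching 75%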;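 note: 0% = median of neutral control wells and 100% = pilot-screen positive control compound; some compounds past the cut are filed as inactive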
NR2E3 ag-1 = agonists of human nuclear receptor NR2E3 | 0.12% of 320,000 active | GST-NR2E3/biotin-RetCOR TR-FRET, 1536-well | Q9Y5X4 | AID 2300 | inhibition of corepressor binding, % at 4.78 µM;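 active = percent inhibition above the cutoff of mean plus 3 SD of all tested compounds, set per screening campaign, cut at about 20% in these data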;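 note: 0% = DMSO wells and 100% = biotin wells as full block of FRET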
Target sequence (Q9Y5X4 whole entry, looked up): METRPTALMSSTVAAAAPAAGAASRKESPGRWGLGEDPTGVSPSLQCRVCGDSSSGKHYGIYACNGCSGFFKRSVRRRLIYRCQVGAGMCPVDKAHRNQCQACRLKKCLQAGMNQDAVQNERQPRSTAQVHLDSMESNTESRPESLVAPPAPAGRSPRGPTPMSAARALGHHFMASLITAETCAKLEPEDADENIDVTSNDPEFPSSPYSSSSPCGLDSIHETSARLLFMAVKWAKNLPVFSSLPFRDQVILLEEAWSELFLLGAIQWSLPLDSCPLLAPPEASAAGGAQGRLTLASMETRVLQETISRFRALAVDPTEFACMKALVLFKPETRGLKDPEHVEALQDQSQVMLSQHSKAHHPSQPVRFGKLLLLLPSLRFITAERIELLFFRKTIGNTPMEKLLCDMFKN
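Format: 1536-well format; test system: GST-NR2E3 and biotin-RetCOR proteins; read-out basis: percent inhibition of TR-FRET ratio; timing: 5 h incubation at 4 °C; detection: time-resolved FRET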
NR2E3 ag-2 = agonists of human NR2E3 nuclear receptor; 0.35% of 360,000 active; AID 602229; CHO-S Gal4-NCOR/VP16-NR2E3 two-hybrid, luciferase; inhibition of corepressor binding, % at 3.98 µM;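 active = inhibition above the mean of all tested compounds plus 3 SD, cut at about 70% in these data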;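 note: 0% = DMSO with NR2E3 transfected cells and 100% = cells lacking NR2E3 construct; higher means lower luciferase signal from less NR2E3 corepressor binding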
HIF-2a block = HIF-2a inhibition; 786-0 RCC cells HIF-2a reporter, luciferase luminescence, overnight; inhibition, % at 18.8 µM; 0.72% of 360,000 active; AID 624352;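 active = inhibition of the luminescence signal of 40% or more relative to plate controls, in a single-dose primary screen at 18.75 µM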
aDG glyco act = increases alpha dystroglycan glycosylation | Pro5-aDG cells, alpha-DG glycosylation AlphaScreen (IIH6); 0% Pro5, 100% B10-LARGE cell signal | activation, % at 10 µM | 0.22% of 360,000 active | AID 624168;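 active = activation of at least 8% versus controls, or a plate z-score of at least 8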;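 note: Pro5 are CHO cells carrying HIG-tagged alpha-DG that lacks glycosylation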
Starred values were filed as active, the others as inactive. An unsorted share of the library, and some 4.4% of all compounds hit somewhere here.

For CCOc1ccc(C2C(C(N)=O)=C(C)Nc3ncnn32)cc1OC (centres undefined) the results were Peg3 prom inh 6.2, TRPM1 prom inh 1.9, CF NFkB inh 4.8, hiPSC survival -0.6, TWEAK Fn14 block 11.6, KKLEB cytotox -4.3, Shn3 3UTR inh -5.2, NR2E3 ag-1 2.2, NR2E3 ag-2 -0.6, HIF-2a block -3.8 and aDG glyco act 0.0.
`Cc1cccc(Oc2nc(-c3ccccc3)cc(C)c2S(C)(=O)=O)c1C` gave Peg3 prom inh 19.8, TRPM1 prom inh -1.8, CF NFkB inh 5.4, hiPSC survival 0.3, TWEAK Fn14 block -11.6, KKLEB cytotox -2.0, Shn3 3UTR inh 17.2, NR2E3 ag-1 2.7, NR2E3 ag-2 -41.0, HIF-2a block 24.4 and aDG glyco act 0.2.
For COc1cccc(NS(=O)(=O)c2ccc3c(c2)n(C)c(=O)c(=O)n3C)c1 the results were Peg3 prom inh 23.5, TRPM1 prom inh 10.6, CF NFkB inh -2.0, hiPSC survival -2.1, TWEAK Fn14 block -8.0, KKLEB cytotox 7.6, Shn3 3UTR inh 3.6, NR2E3 ag-1 3.3, NR2E3 ag-2 -7.1, HIF-2a block 19.9 and aDG glyco act 0.1.
CC1=C(C(=O)N2CCCCCC2)CC(CC(=O)NC2CCCC2)C(=O)N1Cc1ccc(F)cc1 (centres undefined) was read as hiPSC survival -0.2, TWEAK Fn14 block 8.5, NR2E3 ag-2 -12.4, HIF-2a block 7.2 and aDG glyco act -0.2.
Screening COc1ccc(CN2CCc3c([nH]c4ccccc34)C2)c(OC)c1C returned Peg3 prom inh 23.6, TRPM1 prom inh -1.0, CF NFkB inh -3.4, hiPSC survival -0.6, TWEAK Fn14 block -5.1, KKLEB cytotox -5.4, Shn3 3UTR inh 25.4, NR2E3 ag-1 2.7, NR2E3 ag-2 1.0, HIF-2a block 17.2 and aDG glyco act 0.0.
For O=C(Nc1cccnc1)c1cc(S(=O)(=O)N2CCOCC2)ccc1Br the results were Peg3 prom inh -0.7, TRPM1 prom inh -7.9, CF NFkB inh -6.5, hiPSC survival -0.6, TWEAK Fn14 block -3.5, KKLEB cytotox 7.2, Shn3 3UTR inh -3.2, NR2E3 ag-1 0.2, NR2E3 ag-2 -41.7, HIF-2a block 5.5 and aDG glyco act 0.1.
For Cc1cccc(Nc2nc(-c3ccccn3)cs2)n1 the results were Peg3 prom inh -219.3, TRPM1 prom inh 5.9, CF NFkB inh -13.2, hiPSC survival -0.6, TWEAK Fn14 block 18.0, KKLEB cytotox 1.6, Shn3 3UTR inh -1.6, NR2E3 ag-1 -3.6, NR2E3 ag-2 17.8, HIF-2a block -245.3 and aDG glyco act 3.9.
Screening OCCC1CN(Cc2cc3c(cc2Cl)OCO3)CCN1C1CCCCC1 (centres undefined) returned Peg3 prom inh 7.9, TRPM1 prom inh 1.2, CF NFkB inh 0.3, hiPSC survival -2.5, TWEAK Fn14 block 2.2, KKLEB cytotox 8.7, Shn3 3UTR inh -10.8, NR2E3 ag-1 5.8, NR2E3 ag-2 -4.4, HIF-2a block 19.1 and aDG glyco act 0.2.
CSc1nc(SCc2ccccc2)[nH]c(=O)n1 was read as Peg3 prom inh 11.6, CF NFkB inh -0.3, hiPSC survival -1.2, TWEAK Fn14 block 24.8, KKLEB cytotox 1.2, Shn3 3UTR inh -2.8, NR2E3 ag-2 0.7, HIF-2a block 8.9 and aDG glyco act 0.0.
CN(C)C(=O)c1ccc(NC(=O)COC(=O)C2(c3ccccc3)CCCC2)cc1 was read as Peg3 prom inh 13.8, TRPM1 prom inh 8.5, CF NFkB inh -1.0, hiPSC survival -1.5, TWEAK Fn14 block -22.4, KKLEB cytotox -5.8, Shn3 3UTR inh 10.5, NR2E3 ag-2 5.7, HIF-2a block 15.7 and aDG glyco act 1.2.
CC(C)(C)OC(=O)N1CC2(CCCCC2)CC1Cc1ccc(C(F)(F)F)cc1 (centres undefined) was read as Peg3 prom inh -5.6, CF NFkB inh -52.6, hiPSC survival -2.4, TWEAK Fn14 block 4.5, KKLEB cytotox 11.7, Shn3 3UTR inh 7.3, NR2E3 ag-2 11.5, HIF-2a block 2.6 and aDG glyco act 0.2.
`O=C(CC1S/C(=N/N=C/c2cccs2)NC1=O)Nc1ccc(Cl)cc1` (centres undefined) gave Peg3 prom inh 27.9, TRPM1 prom inh 9.8, CF NFkB inh -13.5, hiPSC survival 1.6, TWEAK Fn14 block -3.0, KKLEB cytotox 1.6, Shn3 3UTR inh 8.9, NR2E3 ag-1 1.0, NR2E3 ag-2 -39.4, HIF-2a block 5.0 and aDG glyco act -0.1.
COc1ccc(-c2ccc3[nH]c4c(c3c2)CCN2C(=O)[C@@H]([C@H](C)O)[C@@H](N(C)C(=O)Nc3cc(Cl)cc(Cl)c3)C[C@@H]42)cc1 was read as Peg3 prom inh 28.7, CF NFkB inh 13.4, hiPSC survival 0.5, TWEAK Fn14 block 38.0, KKLEB cytotox 9.9, Shn3 3UTR inh 19.8, NR2E3 ag-2 -5.9, HIF-2a block -20.8 and aDG glyco act 1.1.
For C=CCn1c(SCC(=O)NCC)nnc1-c1cc2c(s1)CCC(CC)C2 (centres undefined) the results were Peg3 prom inh -166.9, TRPM1 prom inh -32.8, CF NFkB inh -5.6, hiPSC survival -0.5, TWEAK Fn14 block -12.8, KKLEB cytotox -1.8, Shn3 3UTR inh -27.8, NR2E3 ag-1 -2.0, NR2E3 ag-2 -33.9, HIF-2a block -141.2 and aDG glyco act 0.5.
Screening COC(=O)C1=C(N)N(c2ccc(F)cc2)C2=C(C(=O)CCC2)C1c1ccc2c(c1)OCO2 (centres undefined) returned Peg3 prom inh 9.2, TRPM1 prom inh -3.0, CF NFkB inh 3.9, hiPSC survival -1.6, TWEAK Fn14 block 8.4, KKLEB cytotox 3.5, Shn3 3UTR inh -2.5, NR2E3 ag-1 1.4, NR2E3 ag-2 25.2, HIF-2a block 17.5 and aDG glyco act -0.1.
N/C(=N\OC(=O)COc1ccc2ccccc2c1Br)c1ccccn1 was read as Peg3 prom inh -262.9, TRPM1 prom inh -84.5, CF NFkB inh -6.0, hiPSC survival 0.2, TWEAK Fn14 block -29.4, KKLEB cytotox 2.4, Shn3 3UTR inh -74.5, NR2E3 ag-1 8.3, NR2E3 ag-2 -188.8, HIF-2a block -380.7 and aDG glyco act 0.2.
For NNC(=O)COc1cccc(C(F)(F)F)c1 the results were Peg3 prom inh 10.6, TRPM1 prom inh 4.1, CF NFkB inh -1.9, hiPSC survival 0.7, TWEAK Fn14 block -8.8, KKLEB cytotox 4.5, Shn3 3UTR inh 1.9, NR2E3 ag-1 0.2, NR2E3 ag-2 10.5, HIF-2a block 15.6 and aDG glyco act -0.3.
For FC(F)(F)c1nc(=S)c2ccccc2[nH]1 the results were Peg3 prom inh 15.3, TRPM1 prom inh 1.9, CF NFkB inh 9.7, hiPSC survival 1.1, TWEAK Fn14 block -6.8, KKLEB cytotox -10.1, Shn3 3UTR inh -6.6, NR2E3 ag-2 -13.1, HIF-2a block 9.8 and aDG glyco act 0.0.
Cc1cc(/C=C(\C#N)C(=O)OCC(=O)NC(=O)NC(C)(C)C)c(C)n1CCC(C)C was read as Peg3 prom inh -30.1, TRPM1 prom inh -3.0, CF NFkB inh -9.3, hiPSC survival 1.6, TWEAK Fn14 block -1.8, KKLEB cytotox 8.8, Shn3 3UTR inh -14.4, NR2E3 ag-1 -3.1, NR2E3 ag-2 -25.6, HIF-2a block -59.9 and aDG glyco act 1.0.
For COc1ccc(-c2c(C)oc3c(CN4CCOCC4)c(O)ccc3c2=O)cc1OC the results were Peg3 prom inh 6.3, TRPM1 prom inh 17.6, CF NFkB inh 2.3, hiPSC survival -0.6, TWEAK Fn14 block 1.8, KKLEB cytotox -0.2, Shn3 3UTR inh -4.1, NR2E3 ag-1 -1.0, NR2E3 ag-2 6.3, HIF-2a block 10.8 and aDG glyco act 0.1.
For CCOC(=O)c1c(NC(=O)CSc2nnc(Cc3csc(N)n3)n2C)sc(C)c1C the results were Peg3 prom inh 19.1, TRPM1 prom inh 0.9, CF NFkB inh -3.5, hiPSC survival 0.0, TWEAK Fn14 block -11.2, KKLEB cytotox -5.4, Shn3 3UTR inh -7.4, NR2E3 ag-1 -0.2, NR2E3 ag-2 5.7, HIF-2a block 3.5 and aDG glyco act -0.2.
`Cc1cccc(N2CCN(C(=O)C3CCCN(S(=O)(=O)c4c(C)noc4C)C3)CC2)c1C` (centres undefined) gave Peg3 prom inh 13.4, TRPM1 prom inh -6.3, CF NFkB inh 13.3, hiPSC survival -1.7, TWEAK Fn14 block 8.3, KKLEB cytotox 8.5, Shn3 3UTR inh 31.2, NR2E3 ag-1 -3.0, NR2E3 ag-2 -0.8, HIF-2a block 12.7 and aDG glyco act 0.1.
For CC1=C(C(=O)OCCCCCl)C(c2cc3c(cc2Br)OCO3)NC(=O)N1 (centres undefined) the results were Peg3 prom inh 24.3, TRPM1 prom inh 4.5, CF NFkB inh 26.6, hiPSC survival 1.7, TWEAK Fn14 block 6.2, KKLEB cytotox -7.1, Shn3 3UTR inh 11.2, NR2E3 ag-1 -4.2, NR2E3 ag-2 -17.8, HIF-2a block 19.0 and aDG glyco act 0.2.
For COc1ccc(OC)c(S(=O)(=O)Nc2cc3c(cc2N2CCCC2)n(C)c(=O)c(=O)n3C)c1 the results were Peg3 prom inh -12.1, TRPM1 prom inh 5.3, CF NFkB inh 6.7, hiPSC survival 0.5, TWEAK Fn14 block -5.2, KKLEB cytotox -1.0, Shn3 3UTR inh 14.3, NR2E3 ag-1 -1.1, NR2E3 ag-2 -11.8, HIF-2a block 1.3 and aDG glyco act 0.1.
`CCOc1ccc(C(C(=O)NC2CCCC2)N(CCCO)C(=O)c2ccc(-c3ccccc3)[nH]2)cc1` (centres undefined) gave Peg3 prom inh -8.3, TRPM1 prom inh -14.3, CF NFkB inh 3.7, hiPSC survival 0.2, TWEAK Fn14 block 16.7, KKLEB cytotox -4.7, Shn3 3UTR inh 8.3, NR2E3 ag-1 0.0, NR2E3 ag-2 -7.2, HIF-2a block -21.5 and aDG glyco act 0.6.
Screening Brc1ccc2nc(-c3ccco3)c(Cc3ccccc3)n2c1 returned Peg3 prom inh -89.8, CF NFkB inh 13.8, hiPSC survival 2.8, TWEAK Fn14 block 39.8, KKLEB cytotox -1.3, Shn3 3UTR inh -26.0, NR2E3 ag-2 -37.3, HIF-2a block -65.1 and aDG glyco act -0.1.
For CCCc1c(C(=O)N/N=C(\C)c2ccccn2)nnn1-c1nonc1N the results were Peg3 prom inh 40.3, CF NFkB inh -17.8, hiPSC survival -2.2, TWEAK Fn14 block -6.3, KKLEB cytotox -8.5, Shn3 3UTR inh 89.4*, NR2E3 ag-2 -50.6, HIF-2a block 9.4 and aDG glyco act 2.4.
For Cc1ccc2nc(NC(=O)COC(=O)c3ccncc3)sc2c1 the results were Peg3 prom inh -151.9, TRPM1 prom inh -68.6, CF NFkB inh 5.5, hiPSC survival -0.6, TWEAK Fn14 block -4.6, KKLEB cytotox 2.4, Shn3 3UTR inh -38.8, NR2E3 ag-1 -2.6, NR2E3 ag-2 -79.7, HIF-2a block -154.1 and aDG glyco act 0.0.
